Screening data deposited in PubChem by NMMLSC.
Myeloid diff MLP: promotes myeloid progenitor differentiation. ER-HoxA9 myeloid progenitors, lysozyme-GFP differentiation, flow cytometry. calls only at 10 µM. 360,000 compounds, 1% hits. AID 624256;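 active = normalized GFP-positive differentiation at or above the plate's own cutoff, the solvent-only control mean plus 3 SD; inconclusive = no clear call, values can overlap the other calls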;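 also: cells exposed to compound for four days before flow analysis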
Myeloid diff MLP GFP+ MAC1+ %: recorded beside Myeloid diff MLP, whose call it bears; GFP+ MAC1+ double positive, %; measured here: differentiation confirmed by MAC1 staining
The depositor's hits bear a star; i = inactive; ? = inconclusive; · = no result given. Not all compounds are listed, so the mix of outcomes need not match the whole.

SMILES	Myeloid diff MLP	Myeloid diff MLP GFP+ MAC1+ %
CCOC(=O)c1[nH]c(=S)n(Cc2ccccc2)c1C(=O)OCC	i	1.6
COc1cc(NC(=O)c2ccc(-c3ccc(F)c(F)c3)c3ccoc23)cc(OC)c1OC	i	1.3
FC(F)(F)c1ccccc1Cc1c(C2CCCCC2)nc2ccc(Br)cn12	i	0.4
CCNC(=O)C1(C)CCCN(Cc2ccc(-c3ccccn3)cc2)C1 (stereo not drawn)	i	1.1
Cc1cnc(CNC(=O)c2csc([C@@H]3O[C@H](CO)[C@H](O)[C@H](O)[C@H]3O)n2)cn1	i	0.9
COc1ncnc2c1ncn2CCCN1CCN(c2ccccn2)CC1	i	0.4
COc1ccc(CC(=O)Nc2cc(S(C)(=O)=O)ccc2Cl)cc1S(=O)(=O)N1CCOCC1	i	1.1
COC(=O)C1=CN(c2ccc(F)cc2)C(N)=C(C#N)C1c1ccc(-c2ccccc2)cc1 (stereo not drawn)	i	3.4
O=C(CCNS(=O)(=O)c1ccccc1)OCc1ccc([N+](=O)[O-])cc1	i	1.3
O=C(NCc1ccccc1)c1cc(C2CCCN(C(=O)c3ccccc3)C2)on1 (stereo not drawn)	i	1.7
CCCCCCCCN1C(=O)[C@H](CC(=O)NCCCOCCCC)C[C@@]2(C(=O)OC)CC(C)(C)CC=C12	i	2.6
O=C1C(c2ccccc2)C2C=CC(C2)N1O (stereo not drawn)	i	0.8
CC(NS(=O)(=O)c1ccc(Br)cc1F)[C@H](O)c1ccccc1 (stereo partly drawn)	i	1.0
Cc1cc(C)c2c(=O)n3c(nc2c1)C(CC(C)C)NC(=O)c1cccnc1-3 (stereo not drawn)	i	0.3
O=C1[C@H]2[C@@H](c3ccc(C(F)(F)F)cc3)N[C@]3(CCCN(Cc4ccco4)C3=O)[C@H]2C(=O)N1Cc1ccccc1	i	0.2
CCCS(=O)(=O)NC(=O)C1(C)CCCN(C(=O)c2c(C)noc2C)C1 (stereo not drawn)	i	0.5
COc1ccccc1-c1cccc(-c2nc(C(=O)Nc3nccs3)cc3c2[C@@H](CCO)N(C(=O)CC2CC2)C3)c1	i	0.9
CCCCn1c(N)c(N(CCOC)C(=O)COC(=O)c2ccccc2NCCO)c(=O)[nH]c1=O	i	1.8
O=C(Nc1ccc2c(c1)OCCO2)C(c1cc2ccccc2o1)N1CCN(c2ccc(C(F)(F)F)cn2)CC1 (stereo not drawn)	i	1.1
CCO[C@H]1C[C@@H](c2ccc(CC)cc2)N(S(=O)(=O)c2ccc(C)cc2)C2CC(c3ccc(CC)cc3)N(S(=O)(=O)c3ccc(C)cc3)CC21 (stereo partly drawn)	i	2.8

At a glance, part of the list above:
SMILES	Myeloid diff MLP	Myeloid diff MLP GFP+ MAC1+ %
O=C1[C@H]2[C@@H](c3ccc(C(F)(F)F)cc3)N[C@]3(CCCN(Cc4ccco4)C3=O)[C@H]2C(=O)N1Cc1ccccc1	i	0.2
CCCS(=O)(=O)NC(=O)C1(C)CCCN(C(=O)c2c(C)noc2C)C1 (stereo not drawn)	i	0.5
COc1ccccc1-c1cccc(-c2nc(C(=O)Nc3nccs3)cc3c2[C@@H](CCO)N(C(=O)CC2CC2)C3)c1	i	0.9
CCCCn1c(N)c(N(CCOC)C(=O)COC(=O)c2ccccc2NCCO)c(=O)[nH]c1=O	i	1.8
O=C(Nc1ccc2c(c1)OCCO2)C(c1cc2ccccc2o1)N1CCN(c2ccc(C(F)(F)F)cn2)CC1 (stereo not drawn)	i	1.1
CCO[C@H]1C[C@@H](c2ccc(CC)cc2)N(S(=O)(=O)c2ccc(C)cc2)C2CC(c3ccc(CC)cc3)N(S(=O)(=O)c3ccc(C)cc3)CC21 (stereo partly drawn)	i	2.8

More records.
SMILES	Myeloid diff MLP	Myeloid diff MLP GFP+ MAC1+ %
CC(=O)Nc1cc(-c2ccccc2)cn2c(-c3ccc(F)cc3)cnc12	i	1.2
CC(=O)Nc1ccc(S(=O)(=O)N[C@@H](C)C(=O)OCC(=O)Nc2ccc3c(c2)OCCO3)cc1	i	0.9
COC(=O)C(=O)C1CCc2c(Cl)cc(OC)c(OC)c2C1=O (stereo not drawn)	?	·
COC(=O)[C@]12CCCCC=C1N(CCC1=CCCCC1)C(=O)[C@H](CC(=O)N1CCCC1)C2	i	0.9
CN(C)c1ccc(NC(=O)CSc2n[nH]c(-c3ccncc3)n2)cc1	i	0.6
CCCCn1nnnc1C1(C)CCC(=O)N1CCOc1ccccc1 (stereo not drawn)	i	0.8
O=C1CCC(C(=O)OCC(=O)Nc2ccc(SC(F)F)cc2)=NN1	i	0.2
O=C(c1[nH]c(C(F)(F)F)nc1-c1ccccc1)N1CCN(C(=O)C2CCCO2)CC1 (stereo not drawn)	i	1.8
Nc1ccc(-c2cnc(N)c(C(=O)c3cccnc3)n2)cn1	i	0.0
Cc1cccc(C)c1NC(=O)CN(c1c(C)cccc1C)S(C)(=O)=O	i	0.5
CCCn1nc(C(=O)Nc2cc(OCC)c(N3CCOCC3)cc2OCC)c2ccccc2c1=O	i	1.1
C/C=C/c1cnc2c(c1)C(=O)N([C@H](C)CO)C[C@@H](C)[C@@H](CN(C)C(=O)NC1CCCC1)O2	?	·
Cc1cccc(-c2ccc3c(c2)C2CC3CCN2C)c1 (stereo not drawn)	i	0.4
Cc1cccc(NC(=O)CSc2nc3sc(C)cc3c(=O)n2C)c1	i	0.6
O=[N+]([O-])c1ccc(S(=O)(=O)NN=Cc2ccc3c(c2)OCO3)cc1	i	1.1
Cc1ccc(S(=O)(=O)N2C[C@H]3C(=O)C[C@@H](c4ccccc4)N(S(=O)(=O)c4ccc(C)cc4)[C@H]3C[C@H]2c2ccccc2)cc1	i	1.1
O=C(Nc1nnc([C@@H]2C[C@H](O)[C@@H](CO)O2)s1)c1ccc(Oc2ccccc2)cc1	i	2.0
COc1ccccc1NC(=O)N(C)C[C@H]1OCc2cnnn2CCCC(=O)N([C@@H](C)CO)C[C@H]1C	i	0.1
CC(C)Oc1ccc(S(=O)(=O)N2CCOCC2)cc1NC(=O)c1nn(C)c(=O)c2ccccc12	i	1.6
CCCCn1c(N)c(N(CC(C)C)C(=O)CCN2C(=O)C3CC=CCC3C2=O)c(=O)[nH]c1=O (stereo not drawn)	i	1.7
Cc1cccc(OC(C)C(=O)Nc2ccc3c(c2)OCCO3)c1 (stereo not drawn)	i	0.6
CCn1c(SCC(=O)N(C)c2c(N)n(Cc3ccccc3)c(=O)[nH]c2=O)nnc1-c1cccs1	i	4.0
COc1ccc2c(c1)C(O)C(CO)C(C(=O)O)C2 (stereo not drawn)	i	1.1
O=c1cc(CCc2ccccc2)oc2cccc(O)c12	i	1.7
COC(=O)C1CC2=C(CCC2=O)N(c2ccccc2)C1=O (stereo not drawn)	i	1.1
COc1ccc(NC(=O)CN2C(=O)NC(C)(Cc3ccc(OC)c(OC)c3)C2=O)cc1 (stereo not drawn)	i	2.5
Cc1nc2[nH]c(=O)n(O)c(=O)c2s1	i	1.0
COc1ccc(C2=NN(C(=O)c3ccco3)C(c3cccs3)C2)cc1OC (stereo not drawn)	i	0.8
CCCCN(C)C(=O)c1[nH]c(C(F)(F)F)nc1-c1ccccc1	i	0.9
CN(C)C(=O)C1=NOC2(C1)C(=O)Nc1ccccc12 (stereo not drawn)	i	0.6

Profiles from above.
COc1ccc(C2=NN(C(=O)c3ccco3)C(c3cccs3)C2)cc1OC (stereo not drawn) is listed as Myeloid diff MLP: i; Myeloid diff MLP GFP+ MAC1+ %: 0.8
COc1ccc2c(c1)C(O)C(CO)C(C(=O)O)C2 (stereo not drawn) is listed as Myeloid diff MLP: i; Myeloid diff MLP GFP+ MAC1+ %: 1.1

More records follow.
SMILES	Myeloid diff MLP	Myeloid diff MLP GFP+ MAC1+ %
CN(C(=O)COC(=O)c1cc([N+](=O)[O-])ccc1N1CCOCC1)C1CCCCC1	i	1.2
O=C(CCS(=O)(=O)c1ccc(F)cc1)Nc1nccs1	i	0.4
COc1ccccc1N(CC(=O)N1CCCCC1C)S(=O)(=O)c1ccc(Cl)cc1 (stereo not drawn)	i	0.5
CC(OC(=O)CCN1C(=O)C2CC=CCC2C1=O)C(=O)Nc1ccc(F)cc1 (stereo not drawn)	i	0.8
O=C1Cc2ccccc2C(=O)N1	i	1.3
CC(=O)Nc1ccc(NC(=O)c2csc([C@@H]3C[C@H](O)[C@@H](CO)O3)n2)cc1	i	1.1
Nc1ccccc1C(=O)NN=Cc1cccnc1	i	0.7
O=C(NCc1cccnc1)c1cc(C2CCCN(C(=O)c3ccc4c(c3)CCO4)C2)on1 (stereo not drawn)	i	2.7
NC(=O)C(CCCCN1CCCCC1)(c1ccccc1)c1ccccc1	i	0.7
Cc1cc2nc(C(C)(C)C)c(Cc3cccc(F)c3)n2c(C)c1Br	i	1.0

Part of the list above in order of number of heavy atoms, high to low:
SMILES	Myeloid diff MLP	Myeloid diff MLP GFP+ MAC1+ %
O=C(NCc1cccnc1)c1cc(C2CCCN(C(=O)c3ccc4c(c3)CCO4)C2)on1 (stereo not drawn)	i	2.7
CN(C(=O)COC(=O)c1cc([N+](=O)[O-])ccc1N1CCOCC1)C1CCCCC1	i	1.2
CC(=O)Nc1ccc(NC(=O)c2csc([C@@H]3C[C@H](O)[C@@H](CO)O3)n2)cc1	i	1.1
Cc1cc2nc(C(C)(C)C)c(Cc3cccc(F)c3)n2c(C)c1Br	i	1.0
O=C(CCS(=O)(=O)c1ccc(F)cc1)Nc1nccs1	i	0.4
Nc1ccccc1C(=O)NN=Cc1cccnc1	i	0.7
O=C1Cc2ccccc2C(=O)N1	i	1.3

The results go on.
SMILES	Myeloid diff MLP	Myeloid diff MLP GFP+ MAC1+ %
O=C1c2ccccc2C(=O)N1CCCCCCN1C(=O)c2ccccc2C1=O	i	0.7
O=C(OCC1COC(c2ccccc2)(c2ccccc2)O1)c1ccccc1 (stereo not drawn)	i	0.7
Cc1ccc(C(=O)N/N=C/c2cccnc2)cc1Cl	i	1.7
O=C(Nc1ccc(-c2ccco2)cc1)C1CCCN(Cc2ccco2)C1 (stereo not drawn)	i	1.5
Cc1ccc2cc(NC(=O)C3(C)CCN3CC(C)C)ccc2n1 (stereo not drawn)	i	1.0
CC(=CC(=O)c1ccccc1)c1ccccc1	i	0.9
Cc1ccc([C@H]2C(C(=O)O)=CCN2S(=O)(=O)c2ccc(C)cc2)cc1	i	1.8
CCCCN1C(=O)C(C(=O)OCC)CC2=C1CCCC2=O (stereo not drawn)	i	0.7
CCOC(=O)[C@]12CCCC=C1N(Cc1ccco1)C(=O)[C@H](CC(=O)N1CCC(c3ccccc3)CC1)C2	i	0.9
Cc1ccc(S(=O)(=O)N2CCOCC2)cc1C(=O)NCCCN1CCCC1=O	i	0.3
CCc1nc2ccc(C(=O)N3CCCCC3)cn2c1N(C)CCCc1ccccc1	i	0.5
COc1ccc(NC(=O)C2(C)CCN2Cc2ccccc2Cl)cc1OC (stereo not drawn)	i	0.8
O=C(CCC(C(=O)O)N1C(=O)c2ccccc2C1=O)Nc1ccccc1 (stereo not drawn)	i	2.1
O=c1ccn([C@@H]2O[C@H](CNS(=O)(=O)c3cc4ccccc4s3)[C@@H](O)[C@H]2O)c(=O)[nH]1	i	0.9
CC1CC(=O)c2ccccc2C1C (stereo not drawn)	i	0.9
COC(=O)C1(C(=O)OC)c2ccccc2N(S(=O)(=O)c2ccc(C)cc2)C1CC(C)=O (stereo not drawn)	i	1.7
O=C(Nc1ccc(C(=O)N2CCCC2)cc1)C1CCCCC1	i	0.6
CC(C)(C)Cc1c(-c2ccc(F)cc2)nc2ccc(Cl)cn12	i	0.8
Fc1ccc(N2C(=S)SC(=Nc3ccccc3)C2=Nc2ccccc2)cc1	i	0.9
CCCC(=O)N1CCCC1(C)C(=O)Nc1ccc2c(c1)CCN2C(C)=O (stereo not drawn)	i	1.9
CCC1(C)COC(c2ccc(OC)c(OC)c2)OC1 (stereo not drawn)	i	0.8
O=C1NC(Cc2ccc(O)cc2)c2nc3cc(F)c(F)cc3c(=O)n2-c2cc3ccccc3cc21 (stereo not drawn)	i	1.4
COCCNC(=O)C1(C)CCN(C(=O)c2ccc3ccccc3n2)C1 (stereo not drawn)	i	1.2
CSc1ccc(CNC(=O)C2CCC(=O)N(CC3CCCCC3)C2)cc1 (stereo not drawn)	i	1.1
O[C@H]1C[C@H](c2ccccc2)N(Cc2cccs2)C[C@@H]1n1cc(C2CC2)nn1	i	0.9
CSc1ccc(-c2cccc3nncn23)cc1	i	1.2
CC(C)CC1NC(=O)c2cc3ccccc3cc2-n2c1nc1ccc(F)cc1c2=O (stereo not drawn)	i	1.7
COCc1cccc(-c2csc(C(N)c3ccc(F)c(F)c3)n2)c1 (stereo not drawn)	i	1.2
COc1cccc(NC(=O)C2(C)CCN2C(=O)CC2CC2)c1 (stereo not drawn)	i	0.5
CN(C(=O)c1cccc(NC(=O)Cc2cccc(NC(=O)C3CCN(C(=O)C4CCCCC4)CC3)c2)c1)C1CCC1	i	0.9
